# COUP-TFII inh: NR2F2 (human) inhibition, primary screen | P24468 | HEK293T NGFI-A luciferase reporter, luminescence | inhibition, % at 8.6 µM | hit rate 0.7% among 370,000 | AID 686940;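 active = inhibition above a per-plate cutoff, mean inhibition of test wells between control levels plus 3 SD, cut at about 38% in these data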;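 note: cells cotransfected with COUP-TFII expression vector driving the NGFI-A reporter; 0% = median of COUP-TF2 test wells and 100% = reporter-only cells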
# KKLEB cytotox: reduces viability of KKLEB cystic fibrosis airway cells; KKLEB CF airway cells viability, ATPlite luminescence, overnight; stronger effect = lower value; cells stimulated with P. aeruginosa culture filtrate; activity change (cytotoxicity), % at 5 µM; hit rate 0.36% among 360,000;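 active = corrected activity change at or below -50% at 5 µM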
# TRAIL sens C8: sensitizes caspase-8 expressing cells to TRAIL | NB7+C8 cells + TRAIL, ATPlite viability luminescence | AID 624354 | inhibition (viability loss, TRAIL sensitization), % at 10 µM | hit rate 1% among 360,000;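 active = compounds causing at least 50% loss of cell viability in the single-dose screen, relative to plate controls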
# NCOA1 inh: inhibitors of human steroid receptor coactivator 1 (SRC1) | HEK293 GAL4-SRC1 luciferase reporter, luminescence | inhibition, % at 3.6 µM | hit rate 0.12% among 360,000;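 active = inhibition above the campaign mean plus 3 SD, with each screening campaign given its own cutoff, cut at about 60% in these data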;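 note: 0% = DMSO treated cells and 100% = gossypol at 36 µM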
# Shn3 3UTR inh: inhibitors of Schnurri-3 3'UTR reporter in osteoblasts; Clone20 osteoblast Shn3 3'UTR firefly luciferase, 24 h; inhibition, % at 12.5 µM; hit rate 0.52% among 360,000; AID 588674;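 active = mean inhibition of at least 75% with every replicate also reaching 75%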;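 note: 0% = median of neutral control wells and 100% = pilot-screen positive control compound; some compounds past the cut are filed as inactive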
# CF NFkB inh: inhibitors of cystic fibrosis induced NF-kB. KKLEB NF-kB-GFP reporter, PAF-induced, GFP fluorescence overnight. inhibition, % at 5 µM. hit rate 0.86% among 360,000. AID 588850;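 active = at least 50% inhibition at 5 µM, scaled per plate between neutral and stimulator controls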;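 note: PAF is a Pseudomonas aeruginosa culture filtrate used as stimulus; plate controls were PAF-stimulated DMSO wells for no effect and unstimulated DMSO wells for full effect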
# TWEAK-Fn14 inh: blocks TWEAK-Fn14 interaction in a reporter cell assay; TWEAK-stimulated Fn14 reporter cells, luciferase luminescence, 8 h; hit rate 2% among 360,000; AID 1159606; inhibition, % at 10 µM; in the data active = inhibition above about 50%
# TROY signal inh: TROY signaling inhibition | Q293 LMP1-TROYcd NF-kB luciferase reporter, 4 h | inhibition, % at 10 µM | hit rate 0.98% among 360,000;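 active = compounds whose plate-normalised and pattern-corrected inhibition of the luciferase reporter signal at the single screening dose is 50% or more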
# NCOA3 inh: inhibitors of human steroid receptor coactivator 3 (SRC3); inhibition, % at 3.6 µM; AID 588352; hit rate 0.17% among 360,000; Q9Y6Q9; HEK293 GAL4-SRC3 luciferase reporter, luminescence;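 active = inhibition above a per-campaign cutoff, the mean of all compounds plus 3 SD, cut at about 60% in these data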;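 note: 0% = DMSO-treated cells and 100% = gossypol-treated cells at 36 µM; higher means less SRC3-driven luciferase light from the GAL4 reporter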
# Target sequence (Q9Y6Q9 whole entry, looked up, the tested form may be a part): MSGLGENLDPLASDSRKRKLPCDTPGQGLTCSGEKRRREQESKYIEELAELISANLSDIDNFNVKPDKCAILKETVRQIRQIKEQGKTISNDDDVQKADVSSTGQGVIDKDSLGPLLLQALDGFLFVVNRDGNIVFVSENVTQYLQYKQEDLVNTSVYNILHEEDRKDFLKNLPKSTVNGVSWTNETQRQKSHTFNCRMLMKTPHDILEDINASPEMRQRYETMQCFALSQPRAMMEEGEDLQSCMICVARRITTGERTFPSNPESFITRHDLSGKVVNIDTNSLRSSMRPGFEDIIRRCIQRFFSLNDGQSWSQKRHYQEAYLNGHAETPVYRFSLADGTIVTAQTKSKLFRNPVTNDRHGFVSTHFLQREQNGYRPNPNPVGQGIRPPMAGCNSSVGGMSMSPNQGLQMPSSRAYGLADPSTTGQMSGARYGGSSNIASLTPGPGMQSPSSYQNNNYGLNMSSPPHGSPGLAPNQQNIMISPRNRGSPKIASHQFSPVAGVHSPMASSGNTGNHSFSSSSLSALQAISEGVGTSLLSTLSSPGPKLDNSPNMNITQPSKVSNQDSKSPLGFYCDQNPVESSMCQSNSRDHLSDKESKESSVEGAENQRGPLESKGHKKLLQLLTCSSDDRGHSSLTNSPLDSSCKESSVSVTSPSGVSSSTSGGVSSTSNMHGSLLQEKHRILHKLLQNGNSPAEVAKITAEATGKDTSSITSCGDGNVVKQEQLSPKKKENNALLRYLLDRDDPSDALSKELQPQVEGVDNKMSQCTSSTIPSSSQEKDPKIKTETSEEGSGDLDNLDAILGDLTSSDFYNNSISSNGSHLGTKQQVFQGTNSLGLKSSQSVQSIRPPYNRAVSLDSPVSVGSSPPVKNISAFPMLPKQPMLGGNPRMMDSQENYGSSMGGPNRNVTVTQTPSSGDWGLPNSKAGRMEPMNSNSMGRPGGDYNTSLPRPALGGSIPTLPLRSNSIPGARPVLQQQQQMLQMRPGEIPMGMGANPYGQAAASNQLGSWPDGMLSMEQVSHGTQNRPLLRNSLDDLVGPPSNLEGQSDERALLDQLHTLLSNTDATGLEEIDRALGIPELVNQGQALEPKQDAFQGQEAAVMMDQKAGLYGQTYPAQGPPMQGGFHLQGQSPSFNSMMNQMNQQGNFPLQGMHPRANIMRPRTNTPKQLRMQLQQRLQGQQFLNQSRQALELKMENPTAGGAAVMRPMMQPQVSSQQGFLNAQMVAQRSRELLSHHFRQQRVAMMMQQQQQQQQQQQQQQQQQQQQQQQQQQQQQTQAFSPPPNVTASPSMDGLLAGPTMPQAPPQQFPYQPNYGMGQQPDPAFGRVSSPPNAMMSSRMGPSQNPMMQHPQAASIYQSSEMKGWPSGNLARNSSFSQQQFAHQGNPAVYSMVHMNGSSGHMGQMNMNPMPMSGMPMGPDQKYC
# EBV LMP1 NFkB: inhibitors of Epstein-Barr LMP1-induced NF-kappaB reporter; LMP1-induced NF-kappaB luciferase reporter cells, luminescence; hit rate 0.69% among 350,000; AID 504558; inhibition, % at 12.5 µM; in the data active = inhibition above about 41%;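 note: 0% = neutral control wells and 100% = reference inhibitor control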
# NR5A2 inv ag: inverse agonists of human LRH-1 (NR5A2); O00482; HEK293T StAR-luciferase reporter, LRH-1 transfected, 24 h; inhibition, % at 3.6 µM; hit rate 0.13% among 360,000;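 active = inhibition above the mean inhibition of all tested compounds plus 3 SD, cut at about 73% in these data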;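 note: 0% = DMSO wells and 100% = reporter-only cells lacking LRH-1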
# * marks the source's active call; other numbers are inactive results; / = not tested or not shown. The list is partial; count on the stated rates, not on these rows.
SMILES,COUP-TFII inh,KKLEB cytotox,TRAIL sens C8,NCOA1 inh,Shn3 3UTR inh,CF NFkB inh,TWEAK-Fn14 inh,TROY signal inh,NCOA3 inh,EBV LMP1 NFkB,NR5A2 inv ag
CC(=O)Cc1nsc(NC(=O)c2ccc(F)cc2)n1,11.5,2.5,-5.3,-22.3,-14.2,2.8,9.1,-11.1,-9.9,0.8,-21.8
CCOC(=O)c1cccc(NC(=O)COc2ccc([N+](=O)[O-])cc2)c1,-0.5,-4.3,11.8,1.9,11.0,-11.4,4.5,6.1,5.0,2.9,-1.3
COc1cccc(N(CC(=O)N2CCN(c3ccccc3OC)CC2)S(C)(=O)=O)c1,-4.9,-15.0,-0.3,-6.1,-6.8,10.2,1.4,-1.0,-3.2,-9.0,-14.4
CC(=O)Oc1ccc(/C=N/NC(=O)C2CCCN2S(=O)(=O)c2ccc(Cl)cc2)cc1 (stereo not drawn),13.2,5.7,-23.7,5.2,4.0,-21.8,7.8,-18.8,-17.3,7.7,10.9
CC(=O)Nc1ccc(S(=O)(=O)NCC(=O)OCC(=O)NCc2ccc3c(c2)OCO3)cc1,-9.2,0.4,0.6,6.1,-20.9,7.2,1.3,-14.3,2.2,0.0,-13.4
Cc1cc(C)cc(NC(=O)CN2C(=O)C3CC=CCC3C2=O)c1 (stereo not drawn),7.9,-3.9,-1.9,-8.0,-26.1,-12.0,1.9,-17.7,-1.3,3.7,-6.0
O=C(CCCOc1ccc(Cl)cc1Cl)NCCc1nnc2ccccn12,-22.4,-3.2,7.6,-4.3,-8.9,-1.8,-15.3,-20.3,-7.8,1.3,-29.3
COC(CNS(=O)(=O)c1ccc(S(=O)(=O)NC2CC2)cc1)OC,9.9,1.0,-6.6,-11.8,3.7,4.3,1.2,4.8,-0.2,0.1,-11.8
COc1ccc(CCN2CC(C(=O)OC(C)C(=O)Nc3cccc(Cl)c3)CC2=O)cc1OC (stereo not drawn),-4.4,-3.4,-5.9,-8.1,-0.5,12.8,-8.0,8.8,10.3,-10.0,18.3
CCOC(=O)CC1C(=O)NCCN1C(=O)COc1ccc(Br)cc1C (stereo not drawn),7.8,-6.4,11.1,-17.5,-4.9,3.2,3.0,7.5,-1.9,-6.5,-4.9
Cc1ccc(S(=O)(=O)N(CC(=O)NCc2ccco2)Cc2ccc(F)cc2)cc1,8.1,3.5,5.0,0.2,9.4,11.8,4.4,0.0,2.1,-4.5,12.7
c1ccc(N2CCN(c3ncnc4scc(-c5cccs5)c34)CC2)cc1,-8.3,0.0,12.0,0.8,29.4,27.4,64.3*,31.0,10.7,7.1,-13.2
CCOC(=O)c1cc(-c2ccc(OC)cc2)nc2c1c(C)nn2CCC#N,3.3,7.9,2.9,4.4,14.3,-14.3,16.2,-7.6,25.8,4.1,16.5
CCCCN(C(=O)CN(C)CC(=O)Nc1cccc(OC)c1)c1c(N)n(CCCC)c(=O)[nH]c1=O,3.5,-2.9,9.5,-0.7,-7.0,9.1,5.8,-2.2,5.1,1.6,7.8
O=C(O)c1ccc(C2NCC(c3ccccc3Cl)c3c2[nH]c2ccccc32)cc1 (stereo not drawn),-12.4,18.7,10.6,-14.1,-17.4,-17.5,6.3,7.4,2.9,-4.8,14.1
CCN(C(=O)C1CCCN(c2ncnc3c2nc2n3CCCCC2)C1)c1cccc(Cl)c1 (stereo not drawn),8.4,-5.0,9.5,19.9,45.9,7.2,27.3,20.0,18.5,20.8,-0.3
COc1ccc(NC(=O)CO/N=C(\C)c2cccs2)cc1,-4.2,6.6,3.2,-11.2,-3.7,4.3,15.9,-28.1,16.0,5.7,-4.0
Cc1ccc(F)cc1NC(=O)C1CC(=O)N(Cc2ccccc2)C1 (stereo not drawn),4.4,2.2,-16.9,2.2,-20.8,38.6,3.6,-11.6,9.5,0.6,17.2
Cc1ccsc1C(=O)NC1CCCCC1C (stereo not drawn),7.6,8.4,5.6,-14.6,-21.7,6.2,-3.6,-21.5,30.3,-4.2,-0.1
CSCC[C@H](NC(=O)OC(C)(C)C)c1nnc(SCC=C(C)C)o1,-3.4,-12.4,-0.2,2.0,-17.8,0.2,42.2,-6.1,8.6,-0.6,8.9
CSC1=NCCN1C(=O)c1ccc(S(=O)(=O)N2CCCCC2)cc1,-8.5,-7.3,-8.3,-12.5,9.7,12.8,-4.5,-18.3,-12.9,3.8,-12.4
CC1CCN(C(=O)Cn2c(=O)n(Cc3ccc4c(c3)OCO4)c(=O)c3ccccc32)CC1,-10.1,-10.4,3.6,-9.0,-0.4,-1.0,-9.4,-9.8,3.2,5.6,18.1
CCNC(=S)NNC(=O)c1ccccn1,18.3,3.6,6.7,7.8,5.2,-21.2,-15.1,8.4,14.9,1.3,10.5
CC(=O)c1c(C)[nH]c(C(=O)OC2CCOC2=O)c1C (stereo not drawn),-7.4,2.2,-4.8,-8.7,11.8,9.7,8.4,-10.0,4.5,7.8,-8.8
O=C(N/N=C/c1cccc(F)c1)c1c(O)c2c([nH]c1=O)CCCC2,7.7,-12.6,15.7,-5.2,-61.6,-20.4,-10.5,53.3*,-14.2,2.8,-8.7

# Continuation.
SMILES,COUP-TFII inh,KKLEB cytotox,TRAIL sens C8,NCOA1 inh,Shn3 3UTR inh,CF NFkB inh,TWEAK-Fn14 inh,TROY signal inh,NCOA3 inh,EBV LMP1 NFkB,NR5A2 inv ag
CC(=O)NC(C)(c1ccccc1)c1nc(-c2cccc(C(F)(F)F)c2)cs1 (stereo not drawn),-3.5,-8.1,-8.2,-3.2,-8.2,22.9,-20.7,5.1,19.5,/,2.6
NNc1nc(-c2ccccc2)nc(-c2ccccc2)c1Br,13.7,14.8,-4.5,0.0,-2.9,-23.6,5.7,-9.5,3.8,-0.4,-6.9
Cc1csc(NC(=O)CSc2nncc(=O)n2N)n1,6.7,3.5,-4.7,-0.5,78.4,-9.7,-23.7,-5.9,0.7,-3.0,-6.3
O=C(O)c1cc2ccccc2c2c1C(=O)c1ccccc1-2,11.4,-0.6,-1.8,-2.0,-23.5,-34.3,-12.1,-6.6,-2.5,-14.6,9.4
CCOc1ccc(OCC)c(NC(=O)C2CCCN(S(=O)(=O)c3ccc(C)cc3)C2)c1 (stereo not drawn),14.6,8.4,2.6,-11.4,16.1,-12.8,-0.2,13.6,-4.0,3.3,-12.9
CCOC(=O)CSc1nnc(CNC(=O)c2cccc(C)c2)n1-c1ccccc1OC,-0.6,3.2,0.2,-5.0,-6.6,-8.7,15.2,16.9,4.6,-0.7,19.3
COc1cc(C(=O)NC(=S)Nc2ccc(Cl)c(C(=O)O)c2)cc(OC)c1OC,-6.1,-0.8,4.0,-29.2,17.6,0.2,16.5,-17.9,0.7,1.3,2.5
O=C(/C=C/c1ccc(Br)cc1)NC(=S)NNC(=O)c1ccco1,-10.3,10.9,1.8,-72.5,23.0,1.2,-30.2,-29.6,-37.4,26.2,-69.8
Cc1cc2ncn(S(=O)(=O)c3ccc(S(=O)(=O)N4CCCCCC4)cc3)c2cc1C,/,-10.1,5.3,10.7,-2.0,-7.7,8.5,3.6,14.8,0.9,7.2
Cn1c2ccccc2c2ncn(CCN3CCOCC3)c(=O)c21,-3.3,-0.2,-10.3,-13.6,1.0,-14.4,-10.9,-20.7,-0.8,-9.5,-1.7
CC(C)NC(=O)Nc1ccc2c(c1)C(=O)N([C@H](C)CO)C[C@H](C)[C@@H](CN(C)S(=O)(=O)c1ccccc1)O2,-2.8,-0.9,-12.3,8.4,-7.5,17.7,-2.0,-3.6,-2.0,5.5,-8.1
O=c1[nH]c2cc3c(cc2cc1CN(CCc1ccccc1)Cc1nnnn1CC1CCCO1)OCO3 (stereo not drawn),-2.6,-3.7,-5.3,7.0,17.5,6.4,-6.7,-6.9,0.9,0.5,4.4
Cc1cc(NS(=O)(=O)c2ccc(NC(=O)CCCOc3cccc(C)c3C)cc2)no1,2.7,-14.2,3.1,11.1,13.7,-2.9,1.4,17.8,9.6,-1.0,-31.1
CC(=O)NNS(=O)(=O)c1ccc(-c2cc(C(F)(F)F)n(C)n2)s1,10.5,-13.6,-5.6,-1.6,2.5,22.0,6.3,-1.9,4.2,0.0,-0.9
CCN1C[C@@H]2[C@@H]3C(=O)N(C)C(=O)[C@@H]3[C@](CC)(C(=O)OC)N2C1=NCc1ccccc1,5.2,15.4,-8.0,-0.6,-10.8,-2.2,-13.4,-3.5,6.5,-2.9,15.8
Cn1c(Sc2ccc(Cl)cc2)c(C=O)c2ccccc21,29.8,-28.9,-17.2,55.6,6.6,76.3*,80.1*,55.0*,55.5,21.9,13.8
N#CCCN1CCN(C(=S)c2ccc(-c3cccc(Cl)c3)o2)CC1,-4.8,6.8,3.0,-64.8,-22.0,-29.9,-48.9,-31.9,-56.1,-28.9,-62.7
O=C(COC(=O)C1CC(=O)N(C2CCCCC2)C1)c1ccc(F)cc1 (stereo not drawn),1.9,11.7,-24.4,-21.5,2.9,-2.0,9.0,-3.2,8.5,-1.2,-1.6
COc1c(C)cc(C(O)c2ncc(-c3cccc(C(F)(F)F)c3)[nH]2)cc1C (stereo not drawn),-12.0,-8.2,-10.5,16.0,9.1,-0.4,21.9,3.9,20.7,/,-11.7
COc1ccc(NC(=O)CCCSc2ccccc2)cc1,-2.9,13.9,-4.7,-16.8,-0.8,-3.2,-18.0,-25.6,7.8,-4.2,1.6
O=C(c1cc(C2CC2)nn1-c1ccccc1)N1CCN(S(=O)(=O)c2ccc(F)cc2)CC1,-11.2,-11.0,4.7,-0.5,-17.3,4.8,-7.6,-5.8,3.7,-3.9,17.7
COc1ccc2oc(C(=O)N3CCN(S(=O)(=O)c4c(C)c(C)cc(C)c4C)CC3)c(C)c2c1,-29.4,2.8,21.1,-4.0,11.0,12.6,7.1,0.1,2.0,3.6,8.9
COc1ccc(C(=O)/C=C/Nc2ccc(C)cn2)cc1OC,-28.6,-7.9,5.7,-76.8,-141.8,11.9,-28.1,-75.8,-72.6,-15.8,-119.9
Cc1c(O[C@@H]2O[C@H](CO)[C@@H](O)[C@H](O)[C@H]2O)ccc2c1oc(=O)c1ccccc12,-33.6,18.2,16.8,-5.6,-7.6,-29.7,0.2,3.5,-8.6,-6.5,-8.3
Cc1ccc(N2C(=O)NC(NS(=O)(=O)c3ccccc3)(C(F)(F)F)C2=O)cc1 (stereo not drawn),10.8,-4.2,-13.4,3.2,-6.2,-12.2,40.7,7.7,-2.7,-5.0,8.1
COc1ccccc1CCNC(=O)CNC(=O)c1ccc2ccccc2c1,21.3,5.9,7.7,2.3,0.7,-1.8,-21.8,-15.7,-0.9,4.9,-11.3
Oc1ccc(/C(Cc2ccc3ccccc3n2)=N\Nc2ccccc2)c(O)c1,-1.7,4.3,-4.0,-14.0,-24.9,-13.0,0.6,-40.7,-12.5,-20.5,-12.8
O=C(CCS(=O)(=O)c1ccc2c(c1)NC(=O)CS2)NCc1cccs1,12.5,17.4,-4.9,-5.5,-16.5,3.8,-16.1,-17.2,19.5,5.8,7.1
